# Screening results: PubChem BioAssay, The Scripps Research Institute Molecular Screening Center
# CHRM1 antagonist: human CHRM1 antagonism. CHO-K1 hM1, Fluo-8 calcium fluorescence, ACh EC80 antagonist. inhibition, % at 3 µM. P11229. 1.3% of 360,000 active. AID 588852;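 active means percent inhibition above its own plate's cutoff, namely the mean of that plate's compound wells plus 3 SD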;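 further: peak over basal fluorescence ratio during 140 s after agonist addition; 0% = ACh EC80 plus DMSO and 100% = DMSO alone without agonist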
# Target sequence (P11229 whole entry, looked up): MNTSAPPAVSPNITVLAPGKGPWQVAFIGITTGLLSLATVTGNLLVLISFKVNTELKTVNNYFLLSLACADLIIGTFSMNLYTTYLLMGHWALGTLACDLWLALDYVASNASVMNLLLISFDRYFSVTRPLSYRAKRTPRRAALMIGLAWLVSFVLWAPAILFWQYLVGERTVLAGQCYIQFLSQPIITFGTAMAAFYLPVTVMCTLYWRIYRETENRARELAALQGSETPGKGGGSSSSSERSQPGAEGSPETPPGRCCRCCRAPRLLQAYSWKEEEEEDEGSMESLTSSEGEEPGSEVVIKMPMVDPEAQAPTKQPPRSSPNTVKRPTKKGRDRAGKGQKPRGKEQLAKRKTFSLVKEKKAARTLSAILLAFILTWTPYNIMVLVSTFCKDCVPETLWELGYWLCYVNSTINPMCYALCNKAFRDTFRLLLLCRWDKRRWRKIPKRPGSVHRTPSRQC
# CHRM1 PAM: positive allosteric modulators of human M1 muscarinic receptor. AID 588819. CHO-K1 hM1, Fluo-8 calcium fluorescence, ACh EC20; 0% = ACh EC20, 100% = maximal ACh. P11229. 0.088% of 360,000 active. activation, % at 3 µM; in the data active means activation above about 19%, passing the limit was not always enough
# M5 PAM: potentiates acetylcholine response at human M5 receptor. P08912. CHO-K1 hM5, Fluo-8 calcium, ACh EC20 PAM; 0% = ACh EC20, 100% = ACh EC100. activation, % at 3 µM. 0.3% of 360,000 active. AID 624038;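 active means activation above the run cutoff, the mean activation of all test compounds plus 3 SD, cut at about 18% in these data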
#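 Assay system: CHO-K1 hM5 cells / Incubation: Fluo-8 loading 80 min at 37 °C plus 30 min room temperature / Technique: Fluo-8 calcium dye fluorescence, kinetic read / Repeats: single replicate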
# TAAR1 agonist: agonists of human TAAR1. Q96RJ0. CHO RD-HGA16 TAAR1, Fluo-8 calcium fluorescence; vehicle wells 0%, saturating PEA agonist 100%. activation, % at 3 µM. 0.99% of 360,000 active;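 active means activation above the mean activation of all test compounds in the run plus 3 SD, cut at about 38% in these data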
# Target sequence (Q96RJ0 whole entry, looked up): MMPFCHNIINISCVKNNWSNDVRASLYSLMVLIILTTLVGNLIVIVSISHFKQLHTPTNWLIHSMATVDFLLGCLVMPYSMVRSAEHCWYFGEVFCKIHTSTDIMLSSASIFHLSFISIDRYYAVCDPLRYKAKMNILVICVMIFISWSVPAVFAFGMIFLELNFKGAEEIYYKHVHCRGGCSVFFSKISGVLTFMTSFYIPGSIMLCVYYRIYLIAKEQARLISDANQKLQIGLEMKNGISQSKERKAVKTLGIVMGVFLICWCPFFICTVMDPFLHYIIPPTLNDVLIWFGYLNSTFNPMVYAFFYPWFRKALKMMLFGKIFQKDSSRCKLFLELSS
#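 test system = CHO RD-HGA16 cells carrying human TAAR1 plus Gα16 | schedule = 17-24 h seeding, 75 min 37 °C dye, 30 min RT | compound dosing = 3 µM single concentration | control set = DMSO and PEA EC100 | replicates = n 1 | signal = Fluo-8 fluorescence, 5 s baseline then 140 s kinetic read | measure = percent activation vs PEA EC100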
# M4 ag: CHRM4 agonism in calcium assay. P08173. CHO-K1 hM4/Gqi5, Fluo-8 calcium fluorescence; vehicle 0%, full acetylcholine response 100%. activation, % at 3 µM. 0.14% of 360,000 active. AID 624127;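 active means activation above the run mean over all test wells plus 3 SD, cut at about 32% in these data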;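 further: peak over basal fluorescence ratio per well then scaled between controls; 0% = DMSO wells and 100% = acetylcholine at EC100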
# CHRM1 agonist: activates human CHRM1 receptor; P11229; CHO-K1 hM1, Fluo-8 calcium fluorescence, agonist mode; 0% DMSO, 100% acetylcholine EC100; activation, % at 3 µM; 0.33% of 360,000 active;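 active means activation above the run's mean compound activation plus 3 SD, cut at about 16% in these data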;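 further: peak over basal fluorescence ratio within a 140 s kinetic read after compound addition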
# CHRM5 antagonist: blocks acetylcholine activation of human M5 receptor; inhibition, % at 3 µM; AID 624040; 0.59% of 360,000 active; P08912; CHO-hM5 cells, Fluo-8 calcium fluorescence, ACh EC80;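 active means inhibition above a per-plate cutoff, the mean of that plate's test compounds plus 3 SD, cut at about 27% in these data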;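 further: 0% = acetylcholine EC80 with DMSO and 100% = DMSO without agonist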
# CHRM4 antagonist: CHRM4 antagonism in calcium assay; CHO-hM4 cells, ACh EC80, Fluo-8 calcium fluorescence; inhibition, % at 3 µM; 0.73% of 360,000 active; AID 624125;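 active means inhibition above its plate's cutoff, the mean inhibition of sample wells plus 3 SD, cut at about 27% in these data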;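 further: 0% = acetylcholine EC80 with DMSO and 100% = DMSO without agonist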
# CHRM5 agonist: agonists of human muscarinic M5 receptor (CHRM5); CHO-K1 hM5 cells, Fluo-8 calcium fluorescence; 0% DMSO wells, 100% maximal acetylcholine response; activation, % at 3 µM; 0.19% of 360,000 active; AID 624037;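 active means activation above the run's mean over test compounds plus 3 SD, cut at about 23% in these data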;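 further: signal is peak over basal fluorescence ratio across the kinetic read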
# * hit, by the source's call; x = not tested or not shown; & = joins results of further samples.
# Values in the order: CHRM1 antagonist	CHRM1 PAM	M5 PAM	TAAR1 agonist	M4 ag	CHRM1 agonist	CHRM5 antagonist	CHRM4 antagonist	CHRM5 agonist
1. CCOc1ccccc1N(CC(=O)NC1CCCCC1)S(C)(=O)=O
  0	3	-4	4	1	-1	4	0	-9
2. COc1ccc(OC)c(NC(=O)CSc2ncccn2)c1
  -5	9	5	4	0	-2	-4	16	0
3. O=S(=O)(c1ccccc1)N1CCN(Cc2nnc(-c3ccccc3)o2)CC1
  -10	6	-7	12	2	-2	1	5	-1
4. Cc1ccccc1CCNC(=O)C1CCC(=O)N(Cc2ccc(Cl)cc2)C1 (stereo unspecified)
  8	-6	-5	8	1	-5	14	8	-4
5. CCC1CCCCN1C(=O)CSc1nc2c(cnn2-c2ccc(C)cc2)c(=O)[nH]1 (stereo unspecified)
  1	-2	-10	1	0	1	0	0	1
6. Cc1ccc(-c2c(C#N)c(N)n3c(nc4ccccc43)c2C#N)cc1
  19	-12	-13	22	16	4	13	12	8
7. COc1ccc(NC(=O)[C@H](COCc2ccccc2)NC(=O)OC(C)(C)C)cc1
  -1	7	-1	8	0	-3	2	10	-2
8. COc1ccccc1NS(=O)(=O)c1cccc(C(=O)N2CCN(C/C=C/c3ccccc3)CC2)c1
  20	-17	-12	7	14	-2	21	4	2
9. CN(C)CCN(C(=O)CN1C(=O)c2ccccc2C1=O)c1nc2cc3c(cc2s1)OCO3
  3	2	5	3	3	-1	-2	-6	-5
10. COc1ccc(/C=N/NC(=O)c2c(C)nnn2-c2nonc2N)cc1OC
  0	1	-4	3	0	-2	7	-1	2
11. COC(=O)C1C(c2ccc(N(C)C)cc2)C(C(=O)OC)S(=O)(=O)CS1(=O)=O (stereo unspecified)
  4	-4	-4	2	1	-3	11	10	2
12. CC1CCc2c(sc(NC(=O)COC(=O)c3ccc(O)cc3)c2C#N)C1 (stereo unspecified)
  19	-8	-5	2	2	-2	12	-4	3
13. COc1ccc(-c2cc(C(F)(F)F)nc(-n3cc(Br)cn3)n2)cc1
  -8	5	5	-2	0	-1	6	-5	-3
14. Cn1c(=O)c2c(SCC(=O)Nc3nccs3)nc(C3CC3)nc2n(C)c1=O
  -9	5	1	4	0	-2	7	-3	3
15. O=C(O)CN1C(=O)/C(=C/c2ccccc2Br)Oc2ccccc21
  1	9	0	0	1	-1	-1	-7	-1
16. Cc1cccc(C2c3[nH]c4ccccc4c3CCN2C(=O)c2cc(C(C)C)nc(N)n2)n1 (stereo unspecified)
  -3	4	5	4	5	-5	-8	0	-2
17. c1ccc(Oc2cccc3cccnc23)nc1
  -8	5	-1	2	0	-3	7	8	0
18. CCOC(=O)C1C(=O)C=C(c2ccc(OC)cc2)CC1c1ccco1 (stereo unspecified)
  -2	-3	-6	8	7	-2	15	-9	-4
19. COc1cc(NC(=O)c2cncc(-c3ccc(C#N)cc3)c2)cc(C(=O)Nc2cccc(C(F)(F)F)c2)c1
  -2&-1	4&10	-3&0	4&8	4&4	-1&-2	-1&8	-25&-1	2&5
20. Cc1cccc(-n2nnc(C(=O)NCc3ccc4c(c3)OCO4)c2N)c1
  -14	9	0	11	2	0	-3	4	-2

# Compound profiles, from the list above. Screens in order: CHRM1 antagonist | CHRM1 PAM | M5 PAM | TAAR1 agonist | M4 ag | CHRM1 agonist | CHRM5 antagonist | CHRM4 antagonist | CHRM5 agonist
# `CN(C)CCN(C(=O)CN1C(=O)c2ccccc2C1=O)c1nc2cc3c(cc2s1)OCO3` reads 3 | 2 | 5 | 3 | 3 | -1 | -2 | -6 | -5
# `Cn1c(=O)c2c(SCC(=O)Nc3nccs3)nc(C3CC3)nc2n(C)c1=O` reads -9 | 5 | 1 | 4 | 0 | -2 | 7 | -3 | 3

# Returning to the listing; the four compounds before the break are reprinted first.
# Values in the order: CHRM1 antagonist	CHRM1 PAM	M5 PAM	TAAR1 agonist	M4 ag	CHRM1 agonist	CHRM5 antagonist	CHRM4 antagonist	CHRM5 agonist
17. c1ccc(Oc2cccc3cccnc23)nc1
  -8	5	-1	2	0	-3	7	8	0
18. CCOC(=O)C1C(=O)C=C(c2ccc(OC)cc2)CC1c1ccco1 (stereo unspecified)
  -2	-3	-6	8	7	-2	15	-9	-4
19. COc1cc(NC(=O)c2cncc(-c3ccc(C#N)cc3)c2)cc(C(=O)Nc2cccc(C(F)(F)F)c2)c1
  -2&-1	4&10	-3&0	4&8	4&4	-1&-2	-1&8	-25&-1	2&5
20. Cc1cccc(-n2nnc(C(=O)NCc3ccc4c(c3)OCO4)c2N)c1
  -14	9	0	11	2	0	-3	4	-2
21. CCOC(=O)C1CCN(C(=O)c2cc3c(=O)n4ccccc4nc3n2C)CC1
  8	-2	3	4	1	-6	-4	5	-1
22. CC1(C)Cc2ccccc2-c2c1c(=O)n(Cc1ccccc1)c1nnnn21
  -3	0	5	8	0	-3	-2	-7	-3
23. Cc1c(C(=O)N2CCOCC2)[nH]c2c1C(=O)CC(c1ccc(Cl)cc1)C2 (stereo unspecified)
  4	-1	-6	7	7	-1	-5	-5	1
24. Cc1cc(C)c(C#N)c(SCC(=O)N2CCCCC2)n1
  -18	4	3	3	1	-5	-2	6	-9
25. CCOc1cccc(=O)c2c(C)n(C)c(C)c12
  11	-5	1	12	0	-4	3	12	-1
26. CCCCN(C)CCC(=O)Nc1ccc(OC)cc1OC
  -14	14	4	6	0	0	-5	5	1
27. O=C(OCC(=O)N1CCOCC1)c1ccc(F)cc1Cl
  -6	12	-3	-1	1	1	15	-12	-2
28. COc1ccc(OCc2cc(C(=O)NCC3(C)COC3)no2)c(Cl)c1
  -2	2	-9	6	8	-1	5	0	-4
29. COc1ccc(CC2(CO)CCN(Cc3cc4ccccc4o3)CC2)cc1
  4	-1	3	5	6	-5	11	2	-7
30. O=C(COc1ccc(Cl)cc1)Nc1ccccc1CO
  3	-5	-2	1	1	-3	5	-1	-3
31. COc1ccc(CN(C)C(=O)[C@H]2O[C@@H](n3cnc4c(N)ncnc43)[C@H](O)[C@@H]2O)cc1OC
  -29	4	-3	5	1	11	-1	-12	1
32. CC(/C=C1\SC(=S)N(c2ccc(C(=O)O)cc2)C1=O)=C\c1ccccc1
  -7	8	-2	-3	0	-4	8	2	6
33. C[C@@H](NC(=O)c1[nH]cnc1C(=O)Nc1ccccc1F)c1ccccc1
  5	-6	-6	0	1	-5	3	-1	0
34. CCC(C)[C@H](NC(=O)NC1CCCc2ccccc21)C(=O)O (stereo partly specified)
  -3	8	1	17	-1	0	-2	15	0
35. CC(C)Cn1c(N)c(C(=O)CSc2nccn2C)c(=O)n(C)c1=O
  -10	11	0	11	5	0	-1	-11	6
36. O=S1(=O)CCN2N=C(C34CC5CC(CC(C5)C3)C4)SC2=N1
  -3	9	8	9	1	-5	0	0	-6
37. COc1ccc(-n2ccc(=O)c3c2CCCC3=O)cc1
  -14	13	4	0	1	-2	-2	5	-2
38. CCC(CC)C(=O)c1c[nH]c(C(=O)NCCc2ccccn2)c1
  -5	2	-1	8	0	-3	3	-11	-3
39. Cc1cc(C)cc(NC(=O)CCNC(=O)c2ccc([N+](=O)[O-])cc2)c1
  5	-13	-5	6	2	-8	5	0	-5
40. O=C(Cn1c(=O)cnc2ccccc21)N1CCCc2ccccc21
  -15	19	-2	-3	4	-4	12	-21	-2
41. COc1ccc(C(=O)N/C(=C\c2ccccc2)C(=O)Nc2ccc(C(=O)O)cc2)cc1
  14	-5	3	5	0	-3	-1	4	-2
42. COc1ccc(NC(=O)CSC(C)c2nc3ccccc3c(=O)[nH]2)cc1 (stereo unspecified)
  -4	7	-3	1	2	-4	5	-4	-3
43. CCCCn1c(SCC(=O)Nc2nnc(CC)s2)nc2ccccc2c1=O
  -3	-4	-2	4	1	1	1	6	1
44. C=CCn1c(SCC(=O)Nc2ccc(OC)cc2)nnc1-c1cnccn1
  -7	13	3	1	0	-3	-2	2	-3
45. COC(=O)C1=C(C)Nc2c(c(=O)n(C)c(=O)n2C)C1c1cccs1 (stereo unspecified)
  -1	6	5	3	0	-3	-3	0	-2
46. O=C(CSc1nc2ccccc2s1)NCC1CCCO1 (stereo unspecified)
  -12	11	6	-1	1	-1	-5	-6	-2
47. COc1cc(Cl)c(CN2CCC(CCC(=O)NC3CC3)CC2)cc1OC
  -11	5	4	-1	1	-2	-7	8	-3
48. CC1Cc2ccccc2N1C(=O)CN1CCC(n2nnc3cc(C(F)(F)F)ccc32)CC1 (stereo unspecified)
  10	-5	-6	18	8	0	1	2	2
49. CS(=O)(=O)N1CCC(C(=O)Nc2ccc(F)c(Cl)c2)CC1
  4	-3	-3	4	3	0	1	-4	4
50. O=C1C2CC=CCC2C(=O)N1c1n[nH]c(Cc2ccccc2)n1 (stereo unspecified)
  4	1	2	5	1	-5	0	1	1
51. NCC(=O)N1CCC(C(=O)N[C@@H](Cc2c[nH]c3ccccc23)C(=O)O)CC1
  -14	10	-1	2	-1	-2	14	-9	-2
52. CC(=O)N1c2ccccc2N=C(c2ccc(C(F)(F)F)cc2)C1C(=O)NC(C)C (stereo unspecified)
  x	x	4	3	4	x	2	4	-1
53. CC(C)NC(=S)N1CCN(Cc2ccc3c(c2)OCO3)CC1
  4	-7	3	12	1	-13	-6	-1	-1
54. Cc1occc1C(=O)N/N=C/c1cccc2ccccc12
  2	1	-6	-2	2	-8	16	14	-3
55. CC(C)Sc1nc(SCC(=O)NCc2ccco2)c2c3c(sc2n1)COC(C)(C)C3
  6	-3	-9	-2	-3	-5	8	20	-4
56. CC1CCCCC1NC(=O)COC(=O)/C=C/c1ccc2c(c1)OCO2 (stereo unspecified)
  -10	9	-8	8	0	-3	5	13	-4
57. COc1cccc2sc(=NC(=O)CS(=O)(=O)c3ccc(F)cc3)n(C)c12
  7	-2	4	2	2	-3	4	-3	4
58. CC(Oc1ccc(Cl)cc1Cl)C(=O)N(C)c1ccccc1 (stereo unspecified)
  4	-2	7	6	0	-12	-20	-4	-8

# Some of the entries above, set out differently:
47: COc1cc(Cl)c(CN2CCC(CCC(=O)NC3CC3)CC2)cc1OC
46: O=C(CSc1nc2ccccc2s1)NCC1CCCO1 (stereo unspecified)
43: CCCCn1c(SCC(=O)Nc2nnc(CC)s2)nc2ccccc2c1=O
44: C=CCn1c(SCC(=O)Nc2ccc(OC)cc2)nnc1-c1cnccn1
53: CC(C)NC(=S)N1CCN(Cc2ccc3c(c2)OCO3)CC1

entry no.	47	46	43	44	53
CHRM1 antagonist	-11	-12	-3	-7	4
CHRM1 PAM	5	11	-4	13	-7
M5 PAM	4	6	-2	3	3
TAAR1 agonist	-1	-1	4	1	12
M4 ag	1	1	1	0	1
CHRM1 agonist	-2	-1	1	-3	-13
CHRM5 antagonist	-7	-5	1	-2	-6
CHRM4 antagonist	8	-6	6	2	-1
CHRM5 agonist	-3	-2	1	-3	-1

# Only part of the results is shown, so the mix of outcomes need not match the whole.
